Bioassay records as filed in PubChem.
RT RNaseH block: blocks HIV-1 RNase H cleavage of RNA/DNA duplex. P04585. RT-RNase H RNA/DNA duplex cleavage, fluorescence. inhibition, % at 10 µM. hit rate 1.9% among 65,000. AID 565; in the data active = inhibition above about 50%
RmlCD inh mix: mixture blocks RmlC and RmlD coupled enzyme activity; RmlC/RmlD coupled enzyme inhibition, 384-well mixture HTS; AID 1532; hit rate 0.39% among 110,000; inhibition, % at 5.5 µM; in the data active = inhibition above about 30%, passing the limit was not always enough; inconclusive = no clear call, values can overlap the other calls; note: strong numbers were not always called active
Starred values were filed as active, the others as inactive; ? = inconclusive; . = no result given. Not all compounds are listed; count on the stated rates, not on these rows.

cpd	compound	RT RNaseH block	RmlCD inh mix
1	COc1ccc(Oc2ccccc2C=O)cc1	.	14
2	COc1cc(-c2nnc(COC(=O)c3cc(C)nc4ccc(C)cc34)o2)cc(OC)c1OC	.	6
3	CCOC(=O)c1ccc(NC(=O)c2cnccn2)cc1	-2	-14
4	COc1ccc(C2C(C#N)=C3NC(=O)c4c(sc5c4CCCCC5)N3C3=C2C(=O)CC(C)(C)C3)cc1 (stereo not given)	.	4
5	COCCCNc1nc2c(c(=O)[nH]c(=O)n2C)n1CC(O)COc1cccc(C)c1 (stereo not given)	-1	-6
6	O=C(Nc1cccc(C(F)(F)F)c1)OCCN1CCN(Cc2ccccc2)CCC1=O	.	-15
7	COC(=O)c1ccc(-c2ccco2)n1Cc1nc(-c2ccc(OC)c(OC)c2)oc1C	-17	-1
8	Cn1nnnc1SCc1nc2ccccc2[nH]1	-12	-11
9	Cc1cc(C)cc(Oc2ccccc2/C=N\O)c1	.	9
10	COc1ccccc1N1CCN(C(=O)COc2ccc(C)cc2Br)CC1	-30	3
11	CN(C)c1ccnc(Oc2ccc(Cl)cc2)c1C#N	.	2
12	O=C(Nc1nc2cc3c(cc2s1)OCCO3)c1cccc(S(=O)(=O)N2CCOCC2)c1	-22	.
13	O=C(CSc1nc(-c2ccccc2)cs1)NCc1ccco1	-49	-12
14	O=C(Nc1cccc2c1CCCC2)c1ccncc1	.	-19
15	C=CCN1C(=O)C2(c3ccccc31)C1CCCC=C1C(C#N)=C(N)C2(C#N)C#N (stereo not given)	-2	-10
16	Cc1ccc(S(=O)(=O)Nc2cc(NC(=O)CN3CCOCC3)ccc2Cl)cc1	-7	4
17	Cc1ccc(C)c2c1cc(C)c1nnc(SCc3ccccn3)n12	.	3
18	Cc1cc(NC(=O)NC(=O)c2ccc(F)cc2F)n[nH]1	-17	18
19	CC(NC(=O)Cc1cccs1)c1ccc2c(c1)OCO2 (stereo not given)	3	-9
20	O=C(CCN1C(=O)COc2ccccc21)NCCC1=CCCCC1	-1	10

A second format for 2 compounds above.
6	O=C(Nc1cccc(C(F)(F)F)c1)OCCN1CCN(Cc2ccccc2)CCC1=O
  RT RNaseH block = .; RmlCD inh mix = -15
7	COC(=O)c1ccc(-c2ccco2)n1Cc1nc(-c2ccc(OC)c(OC)c2)oc1C
  RT RNaseH block = -17; RmlCD inh mix = -1

Further entries follow.
cpd	compound	RT RNaseH block	RmlCD inh mix
21	COC(=O)CSC1=C(C#N)C(c2ccsc2)CC(=O)N1 (stereo not given)	.	3
22	O=C(OCC(=O)c1cccs1)c1cccc(C(=O)OCC(=O)c2cccs2)n1	.	-3
23	CCOC(=O)C(=O)NC1CCSC1=O (stereo not given)	.	9
24	COc1ccccc1/C=N/NC(=O)CC(=O)Nc1ccc(Cl)c(Cl)c1	.	-10
25	N#CCC(=O)NCC1(c2ccccc2)CCCC1	0	6
26	COC(=O)c1sccc1NC(=O)C1CC2CCC1C2 (stereo not given)	-6	2
27	N#Cc1ncc(C(F)(F)F)cc1Sc1ccccc1N	.	-12
28	O=C1COc2ccc(-c3csc(NCC4CCCO4)n3)cc2N1 (stereo not given)	2	-12
29	O=C(COC(=O)c1ccccc1NC(=O)c1ccco1)NCc1ccc2c(c1)OCO2	13	9
30	COc1ccccc1N1C(N)=NC(N)=NC1(C)C	-11	8
31	CCC(C(=O)Nc1nccs1)c1ccccc1 (stereo not given)	-9	-2
32	Cc1cc(=O)[nH]c(SCc2cc(=O)n3nc(C)sc3n2)n1	-6	-14
33	Cc1cccc(C(=O)N2CCN(C(=O)c3cccc(C)c3)C(C)C2)c1 (stereo not given)	4	-7
34	COc1ccccc1C(=O)N(Cc1ccco1)C1CCS(=O)(=O)C1 (stereo not given)	-17	15
35	COc1ccc(S(=O)(=O)N2CCC(C(=O)Nc3c(F)cccc3F)CC2)cc1	4	8
36	Nc1ccc(-n2nncc2-c2ccc(Cl)cc2)cc1	.	-3
37	O=C(NCCO)c1ccc2c(c1)S(=O)(=O)c1ccccc1C2=O	-22	-6
38	COc1ccccc1CNC(=O)/C=C/c1cc2c(cc1Br)OCO2	.	-13
39	CCCCc1nnc(NC(=O)CSc2nc(=O)cc(N)n2-c2ccccc2)s1	12	6
40	Cn1c2ccccc2c2cc(C(=O)N3CCOCC3)sc21	.	14

Additional entries
cpd	compound	RT RNaseH block	RmlCD inh mix
41	CSCC[C@H](NC(=O)OC(C)(C)C)C(=O)N1CCC(C(=O)N[C@H](C(=O)O)C(C)C)CC1	-5	5
42	OCCSc1nnc(Nc2ccccc2)s1	-17	-11
43	COc1cccc(C(=O)/C=C/Nc2cccc(O)c2)c1	.	-4
44	CCOC(=O)CSc1nc(N)c(C#N)c(-c2ccc(OC)cc2)c1C#N	40	12
45	CCc1nc(N[C@@H](Cc2c[nH]c3ccccc23)C(=O)O)c2oc3ccccc3c2n1	-4	.
46	COC(=O)c1ccsc1NC(=O)CN1C(=O)CCC1=O	-3	13
47	Cc1cc(OC(=O)c2ccc(Cl)cc2)cc(=O)n1C	.	10
48	COc1ccccc1OCc1csc(NC(=O)c2ccco2)n1	-9	9
49	O=C1c2ccccc2C(=O)N1CCSc1ccccc1	.	18
50	CCOC(=O)c1ccc(NC(=O)C2C3C=CC(O3)C2C(=O)O)cc1 (stereo not given)	-4	0
51	Cc1nn(-c2ccc(F)cc2F)c2c1-c1nc(N3CCCC3)ncc1CC2	-2	-40
52	COCCn1c(SCC(=O)N2CCCc3ccccc32)nc2cccnc21	-4	2
53	Cc1cc(=O)[nH]c(SCc2nnc(-c3ccccc3)o2)n1	.	3
54	COc1ccc(CCNC(=O)Cc2cc(OCc3ccccc3)c(OC)cc2[N+](=O)[O-])cc1OC	.	14
55	CCOC(=O)COn1c(=O)c(-c2ccco2)[n+]([O-])c2ccccc21	9	?
56	COc1ccccc1NC(=O)C1=C(C)Nc2nc(CCCO)nn2C1c1cccnc1 (stereo not given)	-4	-10
57	COc1ccc(Oc2c(Cl)cnn(-c3ccc(Cl)c(Cl)c3)c2=O)cc1	.	12
58	COc1ccccc1C(=O)N/C(=C/c1ccc(Br)cc1)C(=O)NCC(=O)O	.	-13
59	COc1ccc(CNC(=O)CN(CC2CCCO2)C(=O)CNS(=O)(=O)c2ccc(F)cc2)cc1 (stereo not given)	4	2
60	Cc1cc2nc3n(c2cc1C)CC1CC(C(=O)NCc2ccco2)N(C)C31 (stereo not given)	.	8

Exported with two lines to a compound: entries from further up.
Every second line gives: RT RNaseH block, RmlCD inh mix
41) CSCC[C@H](NC(=O)OC(C)(C)C)C(=O)N1CCC(C(=O)N[C@H](C(=O)O)C(C)C)CC1
  -5, 5
52) COCCn1c(SCC(=O)N2CCCc3ccccc32)nc2cccnc21
  -4, 2
45) CCc1nc(N[C@@H](Cc2c[nH]c3ccccc23)C(=O)O)c2oc3ccccc3c2n1
  -4, .
43) COc1cccc(C(=O)/C=C/Nc2cccc(O)c2)c1
  ., -4

Next section:
cpd	compound	RT RNaseH block	RmlCD inh mix
61	Cc1ccc(NC(=O)c2ccc3c(c2)N(CC(=O)N2CCCCC2)C(=O)C(C)(C)O3)cc1	-11	-14
62	O=C(Cn1nnc(-c2ccc(CN3CCOCC3)cc2)n1)Nc1nc(-c2ccccc2)cs1	-4	4
63	Cc1cccc(C)c1NC(=O)CSc1nc(COc2ccccc2)nc2ccccc12	.	-9
64	ON1C(c2ccccc2)CC2(O)c3nonc3CCC12 (stereo not given)	-5	-10
65	Cn1c(/C(C#N)=C(\O)CN2CCN(Cc3ccccc3)CC2)nc2ccccc21	7	9
66	C#CCOC(=O)CCC(=O)NCCc1ccccc1	2	10
67	CCN1CCN(C(c2ccccn2)c2c(NC(=O)c3ccccc3)sc(C)c2C)CC1 (stereo not given)	.	-9
68	CCOC(=O)CC1=CSC2=NS(=O)(=O)CCN12	3	3
69	Cc1ccc2nc(SCC(=O)N3CCCC3)[nH]c2c1	4	-6
70	COc1cccc(OCCCCCN2CCOCC2)c1	-4	-10
71	Cc1cc(C)c2nc(NC(=O)c3cc(C)on3)sc2c1	.	-10
72	O=C(CNC(=O)c1ccco1)OCC(=O)c1ccc2c(c1)CCCC2	-4	5
73	O=S(=O)(Cc1ccccc1)/C1=C(\N2CCOCC2)CCCCCC1	6	6
74	O=C(Nc1c(F)cc(F)cc1Br)c1ccco1	-1	-13
75	O=C(/C=N\O)NCCCNCc1ccccc1	1	-8
76	CN=c1sc2ccccc2n1CC(O)COCc1ccco1 (stereo not given)	-44	-184
77	COC(=O)c1[nH]c2cccc(OC)c2c1NC(=O)CCN1CCC(C(N)=O)CC1	-17	-4
78	O=CN/C=C/c1cc(O)ccc1O	.	-2
79	CC12CCC(C(=O)NCc3ccc4c(c3)OCO4)(C(=O)C1=O)C2(C)C (stereo not given)	.	13
80	CCCCn1c(-c2ccccc2)nc2c(=O)n(C)c(=O)[nH]c21	-6	20

(more compounds)
cpd	compound	RT RNaseH block	RmlCD inh mix
81	c1ccc(NC2=NCCCCS2)cc1	.	-11
82	CCOCCn1c(SCC(=O)OCc2ccccc2)nc2c1c(=O)[nH]c(=O)n2C	86*	-5
83	Cc1ccc2cc(CN(Cc3nnnn3C3CCCCC3)CC3CCCO3)c(=O)[nH]c2c1 (stereo not given)	-1	3
84	CCCn1c2c(c(O)c(C(=O)Nc3ncccc3O)c1=O)CCCC2	-2	-5
85	CCN(CC)CCNc1c2c(c(C#N)c3nc4ccccc4n13)CCCC2	.	9
86	COc1ccc2[nH]c(=O)c(CN(CCc3ccccc3)C(C)=O)cc2c1	.	0
87	COC(=O)c1ccc(Oc2coc3cc(OCc4cnn(-c5ccccc5)c4)ccc3c2=O)cc1	.	-5
88	Cc1cc(NC(=O)CSc2nc3ccccc3c(=O)n2-c2ccccc2)no1	.	0
89	COC(=O)C1=C(C)NC(=O)C1(NS(=O)(=O)c1ccc(C)cc1)C(F)(F)F (stereo not given)	.	-1
90	CCOc1ccc(N2C(=O)CS/C2=N/NC(=O)COc2ccc3ccccc3c2)cc1	.	-3
91	O=C(Cn1cc(C(=O)c2ccco2)c2ccccc21)NC1CCCC1	26	13
92	CC1=C(C(=O)Nc2ccccc2)C2(CCCCC2)C(C#N)=C(SCC(N)=O)N1	.	-7
93	CNC(=O)c1cc(C)c(-c2ccccc2)s1	14	-12
94	CCN1C(=O)N(c2ccc(Cl)cc2)C(C)=CC1(C)C	.	-10
95	CC1CCCCN1Cc1cnc(Cl)s1 (stereo not given)	.	0
96	CN(Cc1ccccc1)Cc1nc2c(c(=O)n(C)c(=O)n2C)n1Cc1ccccc1Cl	-3	1
97	CC1(c2nnc(-c3ccccc3)o2)CC(c2cccc(Cl)c2)=NO1 (stereo not given)	.	-10
98	CN=c1scc(C)n1/N=C/c1ccc2c(c1)OCO2	3	7
99	CCCCS(=O)(=O)c1sc2nc(C)cc(C)c2c1N	-14	3
100	Cc1nc(-c2ccccn2)sc1C(=O)Nc1ccc(Cl)c(Cl)c1	.	4

Full records from above:
Record of `CCCCS(=O)(=O)c1sc2nc(C)cc(C)c2c1N` = RT RNaseH block = -14; RmlCD inh mix = 3
Record of `CNC(=O)c1cc(C)c(-c2ccccc2)s1` = RT RNaseH block = 14; RmlCD inh mix = -12

Additional entries follow:
cpd	compound	RT RNaseH block	RmlCD inh mix
101	COC(=O)c1c(F)c(F)c(NCCO)c(F)c1F	-3	-10
102	CC1CC(=O)Nc2ccccc2N1S(=O)(=O)c1ccc(Br)cc1 (stereo not given)	.	9
103	O=P(O)(CCc1ccccn1)CN1CCOCC1	-2	0
104	CC1Cc2cc(/C(O)=C3/C(=O)C(=O)N(Cc4ccco4)C3c3cccs3)ccc2O1 (stereo not given)	4	-4
105	CCN1CCN(C(c2nnnn2Cc2ccc3c(c2)OCO3)C(C)C)CC1 (stereo not given)	.	93
106	Cc1ccc2nc(NC(=O)C3CCCN(S(=O)(=O)c4cccc5nsnc45)C3)sc2c1 (stereo not given)	-8	-11
107	O=c1cc(Cn2nnc(-c3ccc(Cl)cc3)n2)nc2sccn12	-7	3
108	CCn1c(COc2ccc(OC)cc2)nnc1SCC(=O)Nc1cc(OC)ccc1OC	2	3
109	CN(C1CCCCC1)S(=O)(=O)c1ccc(NC(=O)c2ccco2)cc1	1	9
110	CCCc1nnc(NC(=O)CN2C(=O)c3ccccc3C2=O)s1	.	-18
111	O=C(OCC(=O)N1CCC(Cc2ccccc2)CC1)c1ccc[nH]c1=O	-1	4
112	CC(NC(=O)C(=O)NN=C1CCCCCCC1)c1ccccc1 (stereo not given)	.	2
113	CCOc1ccc(-c2nnc(NC(=O)c3ccc(OCC(C)C)c(OC)c3)o2)cc1	30	21
114	COc1ccccc1N1CCc2c(C)nc3c(OC)cccc3c21	.	13
115	COc1ccc(NC(=O)Nc2c(C)n(-c3ccccc3)c(=O)n2C)cc1OC	-4	7
116	CCC(C)C(NC(C)=O)C(=O)NC(=O)NC(c1ccccc1)c1ccccc1 (stereo not given)	.	-8
117	CCCCN1C(=O)c2ccc(C(=O)Nc3cccc(C)c3C)cc2C1=O	.	-5
118	Cc1csc(NC(=O)C2CCCN(S(=O)(=O)c3cccnc3)C2)n1 (stereo not given)	0	6
119	Cc1ccc(NC(=O)C2CC(=O)NC(N3CCCCC3)=N2)cc1Cl (stereo not given)	-1	3
120	COCCNC(=O)Cn1c(=O)n(Cc2ccco2)c(=O)c2ccccc21	.	-12
121	Cc1ccccc1COC[C@H](CC(C)C)N1CCN(C(=O)c2cccc(C(F)(F)F)c2)CCC1=O	.	-14
122	CC1(C)CCCC2=C1CC1C(=O)N(c3ccccc3)C(=O)C1C2 (stereo not given)	-5	10
